Screening data: PubChem BioAssay, several laboratories
NR2E3 ag-1 = NR2E3 agonists in two-hybrid cells, primary screen, cell-based, luminescence, CHO-S, Gal4-NCOR/VP16-NR2E3 | Photoreceptor-specific nuclear receptor (Homo sapiens), Q9Y5X4 | luciferase | inhibition of corepressor binding, % at 3.98 µM | actives 0.35% (n = 360,000) | AID 602229, 2012;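 active means inhibition above the mean of all tested compounds plus 3 SD, cut at about 70% in these data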;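 further: 0% = DMSO with NR2E3 transfected cells and 100% = cells lacking NR2E3 construct; higher means lower luciferase signal from less NR2E3 corepressor binding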
Target sequence (Q9Y5X4 whole entry, looked up, the tested form may be a part): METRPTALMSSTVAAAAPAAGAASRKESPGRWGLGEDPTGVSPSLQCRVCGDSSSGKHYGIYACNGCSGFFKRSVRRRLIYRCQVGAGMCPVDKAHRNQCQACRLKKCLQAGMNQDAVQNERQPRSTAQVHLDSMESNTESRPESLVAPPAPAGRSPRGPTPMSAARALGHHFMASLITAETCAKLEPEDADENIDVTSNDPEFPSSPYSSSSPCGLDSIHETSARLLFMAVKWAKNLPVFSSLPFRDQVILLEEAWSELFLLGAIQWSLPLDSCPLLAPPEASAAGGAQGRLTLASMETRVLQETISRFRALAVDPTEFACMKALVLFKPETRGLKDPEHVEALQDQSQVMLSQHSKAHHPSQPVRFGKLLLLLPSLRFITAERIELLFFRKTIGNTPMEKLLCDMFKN
Shn3 inh set2 = reduction of Shn3 3'UTR firefly luciferase signal, primary screen, Schnurri-3 inhibitor project, cell-based, Clone20 osteoblasts, set 2 | actives 0.52% (n = 360,000) | inhibition, % at 12.5 µM | Clone20 osteoblast Shn3 3'UTR firefly luciferase, 24 h;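 active means mean inhibition of at least 75% with every replicate also reaching 75%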;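 further: 0% = median of neutral control wells and 100% = pilot-screen positive control compound; some compounds past the cut are filed as inactive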
KKLEB tox = cytotoxicity in KKLEB CF airway cells, primary screen, cytotoxicity control for CF NF-kB inhibitor project, cell-based, uHTS, fluorescence assay plates | KKLEB CF airway cells viability, ATPlite luminescence, overnight; active compounds read low; cells stimulated with P. aeruginosa culture filtrate | activity change (cytotoxicity), % at 5 µM | actives 0.36% (n = 360,000) | AID 602141, 2011;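 active means corrected activity change at or below -50% at 5 µM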
HIF-2a block = HIF-2a reporter inhibitors, primary screen, luminescence, 786-0 RCC cells; 786-0 RCC cells HIF-2a reporter, luciferase luminescence, overnight; inhibition, % at 18.8 µM; actives 0.72% (n = 360,000); AID 624352, 2012;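 active means inhibition of the luminescence signal of 40% or more relative to plate controls, in a single-dose primary screen at 18.75 µM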
Peg3 prom inh = Peg3 promoter-driven luciferase inhibitors, primary screen, cell-based, HeLa, luciferase luminescence | HeLa PEG-Prom luciferase reporter, overnight | inhibition, % at 20 µM | actives 1.7% (n = 360,000) | AID 588405, 2011;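 active means inhibition of at least 50% at 20 µM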
iPSC survival up = enhancers of single-cell hiPSC survival, primary screen, ATPlite luminescence | actives 0.044% (n = 360,000) | survival enhancement, % at 20 µM | AID 602274, 2012 | 100% = ROCK inhibitor wells, 0% = DMSO; in the data active means survival enhancement above about 18%;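 further: cells exposed to compounds for 16 hours before the ATP read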
aDG glyco act = activators of alpha-DG glycosylation, primary screen, uHTS, Pro5-aDG cells, AlphaScreen; alpha-DG glycosylation AlphaScreen (IIH6); 0% Pro5, 100% B10-LARGE cell signal; AID 624168, 2012; actives 0.22% (n = 360,000); activation, % at 10 µM;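 active means activation of at least 8% versus controls, or a plate z-score of at least 8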;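 further: Pro5 are CHO cells carrying HIG-tagged alpha-DG that lacks glycosylation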
NR2E3 ag-2 = inhibitors of NR2E3-RetCOR corepressor binding, primary screen, NR2E3 agonist project, biochemical, TR-FRET, GST-NR2E3, biotin-RetCOR. actives 0.12% (n = 320,000). inhibition of corepressor binding, % at 4.78 µM. AID 2300, 2010. 1536-well;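 active means percent inhibition above the cutoff of mean plus 3 SD of all tested compounds, set per screening campaign, cut at about 20% in these data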;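 further: 0% = DMSO wells and 100% = biotin wells as full block of FRET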
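Test system – NR2E3–RetCOR corepressor complex · Quantity – NR2E3 fusion 1.35 nM · Buffer or medium – Tris pH 7.5 · Incubation – Compound–protein incubation for 5 h at 4 °C · Technique – TR-FRET, Eu(K)-anti-GST donor, streptavidin-D2 acceptor, ex 340, em 617/671 nm · Evaluation – percent inhibition of 671/617 nm emission ratio versus biotin and DMSO controls · Plate – 1536-well format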
MITF TRPM1 inh = inhibitors of MITF-dependent TRPM1 promoter reporter, primary screen, cell-based, SK-MEL-5, single point, luciferase | actives 0.83% (n = 330,000) | inhibition, % at 12.5 µM | SK-MEL-5 TRPM1 promoter luciferase, 24 h;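 active means mean inhibition across replicates of 60% or more, whatever share of single replicates reaches that level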; further: values of inactives mirror those of a sister screen read the other way
CF NFkB inh = inhibitors of PAF-induced NF-kB signaling, primary screen, cell-based, GFP fluorescence, uHTS | actives 0.86% (n = 360,000) | inhibition, % at 5 µM | KKLEB NF-kB-GFP reporter, GFP fluorescence overnight | AID 588850, 2011;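 active means at least 50% inhibition at 5 µM, scaled per plate between neutral and stimulator controls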;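 further: PAF is a Pseudomonas aeruginosa culture filtrate used as stimulus; plate controls were PAF-stimulated DMSO wells for no effect and unstimulated DMSO wells for full effect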
TWEAK Fn14 block = inhibitors of TWEAK-Fn14 signaling, primary screen, luciferase reporter cells, uHTS | TWEAK-stimulated Fn14 reporter cells, luciferase luminescence, 8 h | actives 2% (n = 360,000) | inhibition, % at 10 µM; in the data active means inhibition above about 50%
The depositor's hits bear a star; x = not tested or not shown.

Start of the data: the first eleven compounds (preview)
SMILES	NR2E3 ag-1	Shn3 inh set2	KKLEB tox	HIF-2a block	Peg3 prom inh	iPSC survival up	aDG glyco act	NR2E3 ag-2	MITF TRPM1 inh	CF NFkB inh	TWEAK Fn14 block
Cc1ccc(N2C(=O)CCC2(C(N)=O)c2ccccc2)cc1 (centres undefined)	-22	-3	-6	20	13	2.3	-0.3	-2	9	2	6
COc1cccc(C(=O)NC(C)c2cccc3ccccc23)c1OC (centres undefined)	-7	16	-8	14	36	0.0	0.3	2	2	-3	-24
O=C(O)CC1=C(Nc2ccccc2)C(=O)N(c2ccccc2)C1c1ccc(F)cc1 (centres undefined)	-40	-73	-2	-184	-196	-2.5	-0.2	-1	-66	7	-27
Cc1ccc(C(=O)Nc2ccc3c4c(cccc24)CC3)cc1[N+](=O)[O-]	-34	-3	4	-28	-31	3.8	-0.1	2	-5	-11	-24
COCc1cc(CN(C)C(=O)C2CCC(=O)N(Cc3cccc(OC)c3)C2)[nH]n1 (centres undefined)	-13	-5	-5	9	5	0.2	0.0	0	5	11	-2
COc1ccc(CCNC(=O)/C=C/c2cc(OC)c(OC)c(OC)c2)cc1OC	24	-9	-4	13	2	1.3	-0.1	1	9	-3	16
N#C/C(=C\c1ccc(N2CCOCC2)o1)c1ccccc1	4	92*	14	-260	-313	-2.7	-0.2	0	-89	-40	9
S=c1[nH]nc(-c2ccncc2)n1/N=C/c1cccc(Cl)c1	5	-24	-7	26	7	0.6	0.2	2	x	25	28
CCSc1nnc(NC(=O)CSc2nc3c(c(=O)n2CC)SC(C)C3)s1 (centres undefined)	-8	80	-3	18	22	3.9	0.4	-2	8	-7	21
Cc1cccc(OCCCSc2nc3ccccc3[nH]2)c1	-5	-2	-6	-34	-2	-0.8	0.4	2	-4	-1	-2
Cc1c(OCc2ccccc2)c(=O)ccn1Cc1ccccc1	-78	-17	-4	-150	-151	-1.2	0.0	1	-50	18	-5

Results, from the start:
SMILES	NR2E3 ag-1	Shn3 inh set2	KKLEB tox	HIF-2a block	Peg3 prom inh	iPSC survival up	aDG glyco act	NR2E3 ag-2	MITF TRPM1 inh	CF NFkB inh	TWEAK Fn14 block
Cc1ccc(N2C(=O)CCC2(C(N)=O)c2ccccc2)cc1 (centres undefined)	-22	-3	-6	20	13	2.3	-0.3	-2	9	2	6
COc1cccc(C(=O)NC(C)c2cccc3ccccc23)c1OC (centres undefined)	-7	16	-8	14	36	0.0	0.3	2	2	-3	-24
O=C(O)CC1=C(Nc2ccccc2)C(=O)N(c2ccccc2)C1c1ccc(F)cc1 (centres undefined)	-40	-73	-2	-184	-196	-2.5	-0.2	-1	-66	7	-27
Cc1ccc(C(=O)Nc2ccc3c4c(cccc24)CC3)cc1[N+](=O)[O-]	-34	-3	4	-28	-31	3.8	-0.1	2	-5	-11	-24
COCc1cc(CN(C)C(=O)C2CCC(=O)N(Cc3cccc(OC)c3)C2)[nH]n1 (centres undefined)	-13	-5	-5	9	5	0.2	0.0	0	5	11	-2
COc1ccc(CCNC(=O)/C=C/c2cc(OC)c(OC)c(OC)c2)cc1OC	24	-9	-4	13	2	1.3	-0.1	1	9	-3	16
N#C/C(=C\c1ccc(N2CCOCC2)o1)c1ccccc1	4	92*	14	-260	-313	-2.7	-0.2	0	-89	-40	9
S=c1[nH]nc(-c2ccncc2)n1/N=C/c1cccc(Cl)c1	5	-24	-7	26	7	0.6	0.2	2	x	25	28
CCSc1nnc(NC(=O)CSc2nc3c(c(=O)n2CC)SC(C)C3)s1 (centres undefined)	-8	80	-3	18	22	3.9	0.4	-2	8	-7	21
Cc1cccc(OCCCSc2nc3ccccc3[nH]2)c1	-5	-2	-6	-34	-2	-0.8	0.4	2	-4	-1	-2
Cc1c(OCc2ccccc2)c(=O)ccn1Cc1ccccc1	-78	-17	-4	-150	-151	-1.2	0.0	1	-50	18	-5
Cc1ccc(Nc2nnc(SCC(=O)NCC3CCCO3)s2)cc1 (centres undefined)	-10	-13	22	-49	-28	-2.6	-0.5	x	-3	1	5
CCOC(=O)C1=CN(Cc2cccc(F)c2)S(=O)(=O)N(CC)C1c1ccc2ccccc2c1 (centres undefined)	-5	1	3	16	14	-2.6	-0.2	x	7	-22	-4
c1ccc(-c2ccc(SCc3cccnc3)nn2)nc1	-31	-12	4	-168	-144	-0.5	0.1	-4	-67	-15	5
COc1cc(NS(=O)(=O)c2ccc(NC(=O)c3ccco3)cc2)nc(OC)n1	-5	0	7	2	-9	4.2	-0.1	3	4	-14	7
Cc1[nH]n(-c2ccccc2)c(=O)c1Sc1ccc(Cl)cc1	25	-8	-1	21	14	2.9	0.2	-2	8	8	-28
COc1ccc(C(=O)Nc2nc(-c3ccc(OC)cc3)c(-c3ccc([N+](=O)[O-])cc3)s2)cc1	3	13	-5	3	-4	-1.4	-0.3	2	1	-10	7
CSC[C@H]1CN(Cc2cccnc2)C(=O)[C@@H]1CC(=O)Nc1ccc(Br)cc1	-18	5	16	7	6	0.0	0.1	x	x	-20	1
COC(=O)c1ccc(Cl)c(NC(C)=O)c1	-13	10	-1	-12	-9	-0.4	0.0	3	3	-1	-29
CCn1c(NCc2ccccn2)nc2c1c(=O)n(C)c(=O)n2C	10	4	15	13	9	0.3	0.1	-3	-2	4	2
COc1ccc(C(=O)CSc2n[nH]c(-c3ccncc3)n2)cc1[N+](=O)[O-]	-10	-4	-5	0	3	0.2	-0.1	2	0	-2	-15
CC(O)(c1cccc(F)c1)c1nc(/C=C/c2ccccc2)cs1 (centres undefined)	-1	-8	3	-19	-22	-1.1	0.0	x	x	8	21
Cc1ccc2c(CN3CCOCC3)cc(=O)oc2c1C	-24	10	-1	-16	-3	-0.3	-0.2	-1	2	8	-3
O=C(NC1CCCCC1)N(Cc1ccccc1)Cc1ccco1	-1	5	-7	24	6	1.4	0.2	0	-2	14	16
O=C(NCC(c1cccs1)N1CCOCC1)c1cc2ccccc2o1 (centres undefined)	-23	-2	8	-24	-23	-1.1	0.0	2	2	-6	-10
CCCCN(CCCC)S(=O)(=O)c1ccc2oc(C(=O)N3CCOCC3)c(C)c2c1	-6	-5	-5	9	23	-0.8	0.2	-2	0	5	-4
COc1cccc(C(C(=O)NC(C)(C)C)N(CC(C)C)C(=O)CCC(=O)Nc2cc(C)on2)c1OC (centres undefined)	-14	-5	-4	17	10	-0.6	-0.1	6	7	0	-31
Cc1ccn2nc(C(=O)OCC(=O)N(CC(C)C)C3CCS(=O)(=O)C3)nc2n1 (centres undefined)	-35	-12	-17	3	12	-0.1	0.0	-4	4	7	19
CCOC(=O)c1cc2c(ccn2-c2ccc(F)cc2)n1CC(=O)N(CC)CC	-22	10	0	21	23	0.6	0.1	-1	-4	-1	-16
O=C(Nc1ccc2c(c1)OCCO2)c1cccc2nc3ccccc3nc12	25	52	1	-71	42	9.6	-0.8	-3	73*	-34	19
CCN(C(=O)COC(=O)c1nc2nc(C)cc(C)n2n1)C1CCCCC1	-17	-11	-1	7	-2	-0.4	0.3	-4	-6	11	-3
CC1(Oc2ccc(Cl)cc2)CCN(Cc2csc3ccccc23)C1 (centres undefined)	3	-4	-3	7	-18	-2.5	-0.3	x	x	14	6
COc1cccc(-c2cnc3c(NC=O)cc(-c4ccoc4)cn23)c1	-20	13	-40	-22	-7	-2.0	0.0	x	x	40	-16
CC(C)[C@H](NC(=O)C1CCN(C(=O)[C@@H]2CCCN2)CC1)C(=O)NCc1ccc(F)cc1	12	-13	13	-1	-3	-1.5	0.1	3	-7	-17	18
CCNc1nnc(CCn2nc(C)c(Br)c2C)s1	8	1	0	-16	-21	0.1	0.2	1	-22	-8	2
COc1ccc(Br)cc1CNC(=O)Cn1nc(C)n2cccc2c1=O	16	-10	-10	6	-1	0.8	1.7	0	0	7	-13
Nc1ccc2nc(N)sc2c1	-42	-21	-3	-15	3	-2.4	-0.1	x	-9	7	10
COc1cc(OC)cc(C(=O)NCC(C)NC(=O)c2cc(OC)cc(OC)c2)c1 (centres undefined)	-9	-17	8	18	4	-0.5	0.4	0	-1	-19	-13
COc1ccc(OC)c2sc(N(CCN(C)C)C(=O)c3cc(Cl)sc3Cl)nc12	-3	-11	-15	14	6	0.1	-0.1	-2	4	-1	-23
Cc1ccc(Cn2nnc3c(=O)[nH]c(C4CCCN(C(=O)Nc5ccc(F)cc5)C4)nc32)cc1 (centres undefined)	-25	10	1	16	24	-0.1	0.0	4	-4	-23	6
Cc1cccc(N=C2SC(C)CN2C(=O)CN2C(=O)NC3(CCCC3)C2=O)c1 (centres undefined)	-18	-7	-10	-63	-24	-0.5	0.4	-2	-34	41	6
CCN1C(=O)c2ccccc2S(=O)c2ccc(C(=O)N3CCOCC3)cc21 (centres undefined)	-13	8	6	16	5	-0.3	-0.2	0	-3	-13	-11
Cc1c(C)c2c(OCC(=O)N[C@@H](C(=O)O)c3ccccc3)cc3c(c2oc1=O)CCC(C)(C)O3	-10	-9	-8	11	11	-0.8	-0.4	1	-7	17	2
COc1cc(OC)c2c(-c3ccccc3)cc(=O)oc2c1C(CCN1CCCC(C)C1)c1ccc(N(C)C)cc1 (centres undefined)	22	1	-25	25	78*	-3.6	0.3	0	13	31	4
Cn1c(CSc2nc3ccccc3s2)nc2ccccc21	-82	-43	0	-224	-245	-1.2	-0.2	2	-76	-10	-2
Nc1nc(N2C(=O)C3CC=CCC3C2=O)nn1-c1ccccc1 (centres undefined)	0	-6	12	0	10	-2.4	0.0	1	11	-3	-2
O=[N+]([O-])c1cccc(C([O-])=C(C(=S)Nc2cccc3ccccc23)[n+]2ccccc2)c1	-22	-5	-10	-7	0	-1.1	-0.2	x	29	11	29
Cc1ccc(NC(=O)C(=O)NCCCN2CCCC2=O)c(C)c1	-6	-23	-22	-109	-114	0.6	0.2	-3	-32	-4	-8
